Screening data (PubChem BioAssay)
LGR2 antag = Drosophila LGR2 receptor signaling inhibition; hit rate 0.35% among 380,000; inhibition, % at 9.99 µM; HEK293 LGR2, CRE-luciferase, bursicon-stimulated, 4 h; AID 720647;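 active means drop in luminescence signal, shown as inhibition above about 50% in the replicate tests, limit read from the data, passing the limit was not always enough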;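 further: agonist challenge used bursicon conditioned medium at about half maximal strength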
ARNT TACC3 PPI = disrupts binding between human ARNT and TACC3; inhibition, % at 9.99 µM; hit rate 0.66% among 390,000; AlphaScreen His-ARNT PAS-B/GST-TACC3 binding, luminescence; TACC3 fragment carries E629A point mutation;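 active means mean inhibition of replicates at least 50% and at least half of replicates each reaching 50%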;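 further: 0% = complete ARNT plus TACC3 wells and 100% = ARNT alone without TACC3; many hits fall short of the cut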
Cneo AK release = Cryptococcus neoformans lysis via adenylate kinase release | C. neoformans lysis, adenylate kinase release luminescence, 4 h; normalised: neutral wells 0, clomiphene wells 100 | lysis activity, % at 15 µM | hit rate 0.2% among 360,000 | AID 651654;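 active means mean lysis activity across replicates of at least 80%, whatever share of replicates individually reach that level; inactive means mean lysis activity below 80%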
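Assay system: C. neoformans cells. Amount: yeast cell density of 5 × 10^6 cells/mL. Technique: AK luminescence. Buffer or medium: YPD. Times: static 4 h at 37 °C with compound, 1 h detection. Dosing: single-point compound dose. Read-out: lysis from increased AK signal.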
C2C12 statin = protects C2C12 myotubes from simvastatin toxicity; ATP luminescence, 48 h; scaled: DMSO 0, geranylgeraniol control 100; rescue of ATP level, % at 7.49 µM; hit rate 0.78% among 330,000;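 active means mean ATP rescue above about 67%, or every replicate alone reaching that limit, limit read from the data, passing the limit was not always enough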;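 further: myotubes were challenged with 10 µM simvastatin during compound exposure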
PAX8 reporter = PAX8 transcriptional activity inhibition. AID 652154. hit rate 1.2% among 360,000. inhibition, % at 12.6 µM. RMG-I TPO-luciferase reporter, SteadyGlo, 24 h;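 active means mean replicate inhibition at least 60% with every replicate also reaching 60%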;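 further: luciferase light reporting Pax8 driven TPO promoter activity; plate controls were median of neutral control wells for no effect and mitoxantrone controls for full effect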
PglD DTNB = blocks C. jejuni PglD acetyltransferase activity; hit rate 0.098% among 360,000; purified PglD enzyme, DTNB colorimetric CoA detection; inhibition, % at 12.5 µM; AID 602405; in the data active means inhibition above about 16%, passing the limit was not always enough; further: strong numbers were not always called active
GSIS activator = GLuc luminescence reporter in INS-1E cells, primary screen for activators of glucose-dependent secretion of insulin; INS-1E GLuc reporter insulin secretion, 2-3 h; activation, % at 16.6 µM; hit rate 0.61% among 370,000; AID 743287;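 active means lowest replicate activation of at least 40%, so every replicate reaches that level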;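 further: 0% = median of neutral control wells and 100% = median of IBMX positive control wells; some compounds called inactive have numbers as strong as hits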
PGC1a acetyl inh = PGC1a acetylation modulation, inhibitor mode; U2OS PGC1a acetylation, AlphaScreen anti-acetyl-lysine; with virally co-expressed GCN5 acetyltransferase; inhibition, % at 15.6 µM; hit rate 0.17% among 350,000;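 active means every replicate shows inhibition of at least 40%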;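 further: 0% = neutral control wells and 100% = positive control wells; some results beyond the cut were filed as inactive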
Active calls of the source: *; . = no result given; & = joins results of further samples.

Each structure is followed by: LGR2 antag, ARNT TACC3 PPI, Cneo AK release, C2C12 statin, PAX8 reporter, PglD DTNB, GSIS activator, PGC1a acetyl inh
(1) C[C@@H]1CN([C@@H](C)CO)C(=O)c2cccc(NS(=O)(=O)c3ccccc3)c2O[C@H]1CN(C)C
    9.5, -6.0, -1.8, -21.4, -3.7, -0.2, -3.2, -1.3
(2) CCNc1nc(NCC)nc(Oc2ccc(OCC)nn2)n1
    11.2, -3.8, -3.1, 8.8, ., -0.3, 12.0, 20.1
(3) Cc1ccc(S(=O)(=O)NCC(=O)OCC(=O)NCc2ccc(F)cc2)cc1
    -7.2, -2.8, ., ., 13.3, ., -62.4, -3.0
(4) CN(C)/C=C(/C(=O)c1ccc(Cl)cc1)S(=O)(=O)c1ccc(Cl)cc1
    ., -14.2, -0.4, 3.9, 17.9, -6.9, ., .
(5) COc1ccc2nc3n(c(=O)c2c1)-c1ncccc1C(=O)NC3Cc1ccccc1 (stereo not drawn)
    17.3, ., 0.1, 10.4, -6.9, 1.5, -2.1, .
(6) CC(=O)Nc1ccc(NC(=O)c2ccnn2C)cc1
    -0.7, -8.8, -0.5, 5.7, 2.8, 4.9, -0.3, .
(7) CCC(=O)N(C)C[C@H]1Oc2ncc(C#CCC(C)C)cc2C(=O)N([C@H](C)CO)C[C@@H]1C
    -14.3, -7.0, -0.7, 0.8, ., 1.1, -13.0, -11.3
(8) CCc1ccc2[nH]c3nc(SCc4nnc(-c5ccccc5)o4)nnc3c2c1
    -8.9, 21.7, -0.1, 5.4, -8.3, -4.3, ., -14.6
(9) CC(C)(C)c1ccc(C(=O)NCCC(=O)N2CCCC2)cc1
    -17.5, -7.0, 0.1, -8.5, -120.8, -7.0, 1.0, -9.5
(10) CCC1(C(N)=O)CC2C=CC1C2 (stereo not drawn)
    -4.3, -11.3, -0.9, -1.1, 3.3, -0.3, ., -5.2
(11) C[C@H]1CN([C@@H](C)CO)C(=O)c2cc(C#CCN(C)C)cnc2O[C@H]1CN(C)C(=O)Nc1ccccc1F
    -1.5, -2.3, -0.2, 0.3, ., 0.9, 16.6, -8.1
(12) O=C(CN1CCCCCC1)NN(Cc1ccccc1)c1ccccc1
    12.9, -0.7, ., ., 0.5, ., -4.8, -3.0
(13) O=C(C=CC(=O)OC1CCCCC1)OC1CCCCC1
    -27.2, 0.2, -0.6, -0.2, 5.1, -6.3, ., -22.3
(14) Cc1c(NS(=O)(=O)c2cccs2)cccc1-c1nc2cccnc2s1
    -15.4, -2.2, ., ., -34.0, ., -0.5, 10.1
(15) CC1=CC(C)[C@H](/C=N/n2c(=O)[nH]c3c([nH]c4ccc(C)cc43)c2=O)C(C)C1 (stereo partly drawn)
    -10.2, 4.1, ., -13.0, 5.6, ., 6.4, -4.7
(16) CNc1nc(N)c([N+](=O)[O-])c(Nc2cccc(Cl)c2)n1
    ., ., 2.1, ., 7.2, 1.0, ., 2.1
(17) Cc1nc(CNS(=O)(=O)c2cccc(F)c2)cs1
    4.8, 0.7, -1.5, -7.0, ., 6.2, 11.8, -10.5
(18) C=CCNC(=S)N1CCC(C(=O)c2ccc(C)cc2)CC1
    11.4, -0.1, -3.7, 4.1, 6.0, -5.4, -11.2, 0.4
(19) Cc1ccccc1S(=O)Cc1ccc(C(=O)N2CCN(C3CCCCC3)CC2)o1 (stereo not drawn)
    9.9, ., -1.7, -0.5, -5.4, 5.0, 4.9, -8.6
(20) COc1ccc(CNC(=O)CCCCCNc2nc(=S)[nH]c3ccccc23)cc1
    ., 9.7, 3.3, -13.7, -13.3, -7.9, ., .
(21) CO[C@@H]1CN(C)C(=O)c2ccc(NS(C)(=O)=O)cc2OC[C@@H](C)N(C(=O)c2ccc3c(c2)OCO3)C[C@@H]1C
    13.1, -1.9, -2.2, 2.9, -8.5, -1.6, 5.5, 9.8
(22) OCCCc1cn(Cc2ccccc2)c2ccccc12
    14.2, 2.3, -0.6, 5.9, 12.6, -3.0, 2.5, 36.3
(23) CCc1ccc(C(=O)NNC(=O)C2CC(=O)N(Cc3ccccc3)C2)cc1 (stereo not drawn)
    -4.7, -5.1, -0.1, -11.2, -5.3, 6.2, 0.0, -9.8
(24) NC(=Nc1ccccc1)Nc1ccccc1
    -5.1&-16.6, 5.7, -0.3, 9.4, 8.8, -0.6, 9.5, 5.2
(25) CSCCC(NS(=O)(=O)/C=C/c1ccccc1)C(=O)O (stereo not drawn)
    19.3, -2.4, ., -10.3, -3.2, ., -0.7, 5.8
(26) CCOC(=O)N1CCC(c2cc(=O)n3[nH]cc(C(=O)OC)c3n2)CC1
    2.2, -1.2, 3.3, -0.5, 0.6, -3.2, 11.1, -5.3
(27) COc1ccc(Cc2c(-c3ccc(F)cc3)nc3ccc(Cl)cn23)c(C)c1
    -39.5, ., 1.2, 5.6, -73.0, -0.3, -1.1, -2.7
(28) COc1ccccc1C(=O)COC(=O)Cn1[nH]c(=O)c2ccccc2c1=O
    -1.3, -0.6, ., ., -0.8, ., 7.8, .
(29) O=C(COC(=O)c1cc([N+](=O)[O-])ccc1NCCO)c1ccc(Cl)cc1
    21.9, -10.9, ., ., 8.7, ., -4.0, .
(30) CC1CCCN(c2nc3ccccc3nc2C(C#N)S(=O)(=O)c2ccccc2)C1 (stereo not drawn)
    ., 0.2, -0.3, -1.0, ., 8.9, -10.3, 4.1
(31) COC(=O)CC(NC(=O)Nc1ccc(C)cc1)c1cccc([N+](=O)[O-])c1 (stereo not drawn)
    -25.7, 4.0, ., ., -14.0, ., 2.5, .
(32) COc1ccc(Cn2nnnc2C(C(C)C)N(Cc2ccco2)Cc2cccs2)cc1 (stereo not drawn)
    ., -7.2, 2.5, -2.5, ., -0.3, ., -56.4
(33) Cc1ccc(OCC(=O)Nc2cccc(S(=O)(=O)N3CCCC3)c2)cc1C
    11.0, ., 6.8, 5.5, -9.9, 0.5, -5.8, 9.6
(34) CCOC(=O)CCCCCC(=O)Nc1ccc2c(c1)C(=O)N([C@@H](C)CO)C[C@H](C)[C@H](CN(C)C(=O)NC(C)C)OCCCC[C@H](C)O2
    -6.6&-12.6, ., 0.3, 11.0, 5.6, -3.9, -8.6&-8.2, 4.2&-1.1
(35) CC(=O)c1cccc(N(C(=O)c2ccccn2)C(C(=O)NC2CCCCC2)c2cccs2)c1 (stereo not drawn)
    13.9, -5.0, -2.0, 18.2, ., 1.7, -6.7, -9.6
(36) CCCCN(C(=O)/C=C/c1ccco1)c1c(N)n(CCC)c(=O)[nH]c1=O
    -4.0, -7.6, 2.7, -2.3, 2.6, 5.2, 5.2, 5.8
(37) CCc1nnc(NS(=O)(=O)c2ccc(N=Cc3c(C)[nH]n(-c4ccc(C)cc4)c3=O)cc2)s1
    -6.7, 45.6*, -2.1, -17.6, ., -0.8, -15.4, 0.6
(38) CC(=O)NCC(c1cccs1)S(=O)(=O)c1ccc(F)cc1 (stereo not drawn)
    -14.4, 6.7, -0.6, -3.2, -22.6, 2.5, 27.2, 9.4
(39) CCCCN(Cc1ccccc1)C(=O)C1CCCN(S(=O)(=O)c2cnc[nH]2)C1 (stereo not drawn)
    -1.0, -3.9, -4.4, 6.2, 8.4, 5.2, 0.0, 4.1
(40) CCOC(=O)C1=C(CC)Nc2ccccc2N=C1NC(=O)c1ccc(S(=O)(=O)N2CCOCC2)cc1
    5.0, -4.5, ., ., 10.3, ., -14.2, 4.5
(41) CN(CC(=O)NC(=O)NCc1ccco1)Cc1nc2ccccc2c(=O)[nH]1
    21.3, 20.8, 0.1, -23.9, ., -3.7, 0.9, 6.0
(42) Cn1c(=O)[nH]c2c(Cl)nccc21
    -5.8, -9.8, ., -4.6, -7.8, ., 5.9, .
(43) Cc1c(NC(=O)CSc2nccn2C)c(=O)n(-c2ccccc2)n1C
    ., -18.0, -2.1, 16.5, ., -2.5, 10.3, -2.6
(44) Cc1cccc(NC(=S)NNC(=O)Cc2ccccc2)c1
    1.2, -7.5, 2.6, ., 0.5, 2.6, 7.9, 5.7
(45) CC(C)NC(=O)Nc1cccc2c1O[C@H](CN(C)Cc1ccc(-c3ccccc3)cc1)[C@H](C)CN([C@H](C)CO)C2=O
    3.1, -4.5, -1.3, -8.7, -20.1, -2.0, -9.4, .
(46) Cc1cc(F)ccc1-c1cc(C(=O)N2CCN(c3ccncc3)CC2)[nH]n1
    1.1, ., -1.2, 0.3, -14.8, 13.3, -2.3, -14.7
(47) Cc1ccc(C)c(OC(=O)c2cncc(Br)c2)c1
    7.3, -9.5, 2.7, ., 46.9, 1.7, 5.2, 3.5
(48) Cc1ccccc1Cn1cc(NC(=O)c2nn(C)cc2Cl)cn1
    -12.0, 1.1, 0.7, 1.2, -17.1, 1.2, -6.2, .
(49) O=C(C[C@@H]1CC[C@@H]2[C@H](COC[C@H](O)CN2C(=O)Nc2ccc(Cl)cc2)O1)NC1Cc2ccccc2C1
    -19.7, -0.2, ., -32.1, ., 3.9, -17.4, -5.6
(50) CC(=O)NCCNC(=O)c1ccc(-n2c(C)ccc2C)cc1
    -12.1, -2.5, 3.4, 5.0, -25.3, -3.9, 4.8, .

Later entries:
Each structure is followed by: LGR2 antag, ARNT TACC3 PPI, Cneo AK release, C2C12 statin, PAX8 reporter, PglD DTNB, GSIS activator, PGC1a acetyl inh
(51) COc1cccc(NC(=O)N2C[C@H](O)COC[C@@H]3O[C@@H](CC(=O)N(C)C)CC[C@H]32)c1
    -16.4, 5.4, -0.6, 0.9, -5.9, -0.7, 8.7, 1.5
(52) CCn1nc(C)c(/C=N/NC(=S)Nc2ccc(Cl)cc2Cl)c1C
    2.6, -0.6, 4.9, -5.3, -15.6, 4.2, 22.8, -6.6
(53) Oc1ccccc1N1CCN(C(=S)NCc2ccccc2)CC1
    -3.4, -6.3, -0.2, 0.1, -10.9, -7.3, 7.0, -7.9
(54) CCOc1cc(NC(=S)NCc2ccco2)c(OCC)cc1NC(=O)CC
    22.1, -1.0, ., ., -5.2, ., 23.6, .
(55) c1cncc(Nc2nc(-c3ccncc3)cs2)c1
    ., 3.7, 14.6, -58.5, ., 0.3, ., 18.2
(56) C[C@H](CO)N1C[C@H](C)[C@H](CN(C)S(=O)(=O)c2cccs2)Oc2ccc(NC(=O)Nc3cccc4ccccc34)cc2CC1=O
    6.8, 0.6, -0.6, 18.4, 15.9, 4.8, -24.5, -12.3
(57) CC1=C(C(=O)c2ccccc2)C(c2ccc(OC(F)F)cc2)NC(=S)N1 (stereo not drawn)
    9.0, 4.7, ., 11.2, 12.1, ., -5.0, 5.0
(58) Cc1nnc(SCc2cc([N+](=O)[O-])cc3c2OCOC3)[nH]c1=O
    8.3, 2.0, -0.1, -3.3, 5.4, 9.0, 0.9, -12.6
